PTHR1 ag = qHTS for PTHR1 Agonists: Primary Screen; HEK293 GP2 PTHR1 cells, GloSensor cAMP luminescence, 1 h; Potency, µM (top dose mostly 115 µM), for the others: at the top dose activation, most hits filed as activators; Parathyroid hormone/parathyroid hormone-related peptide receptor (Homo sapiens), Q03431; hit rate 0.075% among 410,000; note: potency is the fitted concentration of half-maximal effect; nearly all actives have a fitted effect of over 55% in size; some results filed as inactive show a strong effect at the top dose; inactives centre near -15; many of its hits are not listed in these tables
Target sequence (Q03431 whole entry, looked up): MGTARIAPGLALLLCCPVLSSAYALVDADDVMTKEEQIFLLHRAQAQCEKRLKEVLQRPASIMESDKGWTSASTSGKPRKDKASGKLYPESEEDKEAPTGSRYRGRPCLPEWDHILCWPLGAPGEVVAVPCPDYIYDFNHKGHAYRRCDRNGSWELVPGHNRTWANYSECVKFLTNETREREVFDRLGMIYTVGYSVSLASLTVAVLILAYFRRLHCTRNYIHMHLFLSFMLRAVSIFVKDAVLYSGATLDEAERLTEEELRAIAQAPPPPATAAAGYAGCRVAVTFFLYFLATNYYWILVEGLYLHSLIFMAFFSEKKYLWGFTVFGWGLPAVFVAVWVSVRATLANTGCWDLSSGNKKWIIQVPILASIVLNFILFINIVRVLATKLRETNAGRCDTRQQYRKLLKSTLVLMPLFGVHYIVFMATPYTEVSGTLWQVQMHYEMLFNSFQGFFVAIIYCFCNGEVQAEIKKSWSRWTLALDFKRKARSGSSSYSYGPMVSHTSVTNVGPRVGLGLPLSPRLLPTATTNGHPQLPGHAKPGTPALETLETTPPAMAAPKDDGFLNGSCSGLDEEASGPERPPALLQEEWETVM
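HEK-293-derived GP2 cells expressing PTHR1 and a GloSensor cAMP reporter, 3,000/well, plated overnight, given luciferin plus IBMX (each 0.5 mM as added) for 1 h at 37 °C, then compound for 1 h at 37 °C. Luminescence was read after 15 min at room temperature.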
aSyn yeast inh = qHTS of alpha-syn Inhibitors | Yeast expressing alpha-synuclein, growth rescue, BacTiter-Glo, 24 h | Potency, µM (doses to about 46.1 µM), inactives show top-dose growth rescue (activation), actives largely listed as activators | hit rate 0.14% among 370,000; note: potency is the fitted concentration of half-maximal effect; % of control where 0% means no effect; nearly all actives have a fitted effect of over 65% in size
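Screening used galactose-induced yeast with toxic alpha-synuclein levels, exposed to compound for 24 hr at 30 deg C. Cell growth, read with BacTiter-Glo luminescence, gave the measured signal.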
pAkt inh = HTS Assay for Inhibitors of Akt Phophorylation: Primary Screen; Neuro2A IGF-stimulated pAkt S473 HTRF, 20 min; hits give low values; activity change, % for hits at 50 µM; hit rate 0.32% among 360,000; in the data active = activity change below about -80%; inconclusive = mostly about -51% to -80%; note: % is set by controls: 0 for no effect and ±100 for the full control effect
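Neuro2A cells (4,500/well, DMEM with 0.5% FBS) were treated with compound at a single 50 µM final concentration, stimulated with 6 nM IGF for 20 min at 37 °C, and lysed. Phospho-Akt Ser473 was read by HTRF as 665/615 ratio ×10^4.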
GLP-1R inv ag = qHTS of GLP-1 Receptor Inverse Agonists (Inhibition Mode) | Glucagon-like peptide 1 receptor (Homo sapiens), P43220 | HEK293 GLP-1R CRE-luciferase, luminescence, 24 h; GLP-1R form is constitutively active | Potency, µM (highest dose often 38.3 µM), inactives show at the top dose activity change, negative = inhibition, usual class: inhibitors | hit rate 1.6% among 410,000; note: potency is the fitted concentration of half-maximal effect; % is set by controls: 0 for no effect and ±100 for the full control effect; nearly all actives have a fitted effect of over 55% in size
Target sequence (P43220 whole entry, looked up): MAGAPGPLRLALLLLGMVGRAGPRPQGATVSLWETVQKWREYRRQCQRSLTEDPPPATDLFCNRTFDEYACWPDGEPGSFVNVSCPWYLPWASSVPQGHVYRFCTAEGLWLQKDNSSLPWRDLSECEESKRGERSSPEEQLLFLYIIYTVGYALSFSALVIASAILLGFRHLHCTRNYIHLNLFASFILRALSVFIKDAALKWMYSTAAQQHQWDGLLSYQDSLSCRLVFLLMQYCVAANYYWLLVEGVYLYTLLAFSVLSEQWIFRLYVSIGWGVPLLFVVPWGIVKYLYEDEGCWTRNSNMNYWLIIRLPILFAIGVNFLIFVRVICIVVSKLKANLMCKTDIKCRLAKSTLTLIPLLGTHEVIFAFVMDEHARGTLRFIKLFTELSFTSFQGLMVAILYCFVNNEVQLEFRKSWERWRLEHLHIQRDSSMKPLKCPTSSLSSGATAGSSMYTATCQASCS
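Constitutively active GLP-1R drives a cAMP-responsive luciferase in stably transfected HEK293 cells; test compounds are added after overnight (12 h) attachment and left 24 hr, and signal loss in luminescence marks inhibition.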
Mm-Cpn inhibitor = Inhibitors of TCP-1 ring complex (TRiC) of Methanococcus maripaludis (MmCpn): qHTS; AID 504842, 2011; purified Mm-Cpn ATPase, ADP Transcreener TR-FRET; Potency, µM (titrated, usually from 76.9 µM), for the others: at the highest dose activity, negative = inhibition, most hits filed as inhibitors; Chaperonin Mm-Cpn (Methanococcus maripaludis); hit rate 0.031% among 330,000; note: potency is the fitted concentration of half-maximal effect; % is set by controls: 0 for no effect and ±100 for the full control effect; nearly all actives have a fitted effect of over 80% in size
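Eu-cryptate anti-ADP/ADP-d2 competition gives a ratio inversely related to ADP. Enzyme at 25 nM was pre-exposed to compound for 10 min, then given 10 uM ATP for 30 min, 37°C throughout.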
HEK293 tox = qHTS of GLP-1 Receptor Inverse Agonists: Cytotox Screen. HEK293 cAMP-luciferase reporter cells, luminescence, 24 h. Potency, µM (top dose mostly 38.3 µM), without a hit: top-dose activity change, negative = inhibition, hits mostly inhibitors. hit rate 0.13% among 410,000;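 note: loss of luciferase light is scored as toxicity; potency is the fitted concentration of half-maximal effect; % is set by controls: 0 for no effect and ±100 for the full control effect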
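Step one: seed cells (200 cells/uL, DMEM with 10% Nu serum, 1% pen-strep). Step two: 12-hour incubation at 37 deg C. Step three: pin 23 nL compound, incubate 24 hr. Step four: add luciferase reagent, read luminescence 12 min later.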
Abeta rescue = qHTS for compounds that reverse cellular toxicity of Amyloid beta (A-beta) peptide in yeast: Primary Screen; yeast expressing A-beta42, growth rescue, OD600, 48 h; response scale: 0% DMSO, 100% iron-clioquinol control; Potency, µM (highest dose often 46.1 µM), inactives show at the top dose growth rescue, usual class: activators; hit rate 0.063% among 410,000; note: potency is the fitted concentration of half-maximal effect; nearly all actives have a fitted effect of over 55% in size
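Growth rescue measured by 600 nm absorbance after 48 h yeast culture at 30 C with compound. Values normalized between DMSO and an equimolar ferric chloride plus clioquinol control.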
TDP-43 yeast inh = qHTS of TDP-43 Inhibitors | hit rate 1.8% among 410,000 | TDP-43 expressing yeast growth rescue, BacTiter-Glo, 24 h | Potency, µM (doses to about 46.1 µM), without a hit: top-dose growth rescue (activation), actives largely listed as activators; note: potency is the fitted concentration of half-maximal effect; % of control where 0% means no effect; nearly all actives have a fitted effect of over 50% in size
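Luminescence from BacTiter-Glo reports growth of TDP-43-expressing yeast after 24 hr at 30 deg C with compound. Cells were raffinose-pregrown to mid-log, then seeded in galactose medium at OD600=0.02.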
FUS yeast rescue = qHTS for Suppressors of FUS Proteinopathy: Primary screen using FUS-linked yeast assay; S. cerevisiae FUS-expressing, growth rescue, OD600, 24 h; Potency, µM (series often up to 76.6 µM), inactives show top-dose growth rescue (activation), most hits filed as activators; AID 1347120, 2019; hit rate 0.24% among 390,000;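 note: potency is the fitted concentration of half-maximal effect; plate controls were DMSO vehicle for no effect and reference control for full effect; nearly all actives have a fitted effect of over 55% in size; some results filed as inactive show a strong effect at the top dose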
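S. cerevisiae expressing FUS from galactose induction served as the toxicity model. Growth after 24hr at 30C, read as absorbance at 600 nm, indicates suppression of toxicity; compounds dosed at several concentrations.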
Active calls of the source: *; i = inactive; ? = inconclusive; · = no result given; & = joins results of further samples; [ ] = dose if it differs, or a comment. Unless noted, calls come from the whole dose curve; as a rule, active = well fitted curve in the direction sought with a large enough effect; inconclusive = small, poorly fitted or top-dose-only effect, or another doubt; inactive = no such curve, though single readings can be large; an effect the other way counts as inactive or inconclusive. A portion of the library; the hit share may differ from the screen's.

SMILES	PTHR1 ag	aSyn yeast inh	pAkt inh	GLP-1R inv ag	Mm-Cpn inhibitor	HEK293 tox	Abeta rescue	TDP-43 yeast inh	FUS yeast rescue
Cc1ccc(NC(=O)c2cnn(-c3ccccc3)c2NC(=O)c2ccco2)cc1	-10%	-8%	i	-37%	-4%	5%	10%	8%	-7%
Cc1cccc(NC(=O)/C(C#N)=C/c2ccc(Cl)cc2)n1	-18%	6%	i	0%	-5%	-12%	19%	-8%	-9%
COc1ccccc1N(CC(=O)Nc1ccccc1C(=O)NCC(C)C)S(C)(=O)=O	i	1%	i	1%	0%	?	21%	-8%	16%
CCOC(=O)N1CCN(C(=O)c2ccccc2NC(=O)COc2ccccc2C)CC1	-22%	1%	i	-2%	-2%	5%	-4%	?	5%
Cc1c(C(C)C)c(=O)n(-c2ccc(S(=O)(=O)NC3CC3)cc2)n1C	i	-1%	i	3%	-8%	-7%	-10%	-16%	30%
CCN1CCN(C(=O)CCc2nnc(CCc3c[nH]c4ccccc34)o2)[C@@H](C)C1=O	i	-3%	i	6%	-2%	-4%	3%	15%	4%
c1ccc(CNc2nc(-c3cccnc3)cs2)cc1	i	-1%	i	?	-1%	-13%	17%	-3%[9.22 µM]	?
CCOC(=O)C1(Cc2cccc(Cl)c2)CCCN(C(=O)c2cccnc2)C1 (stereo not given)	-7%	-1%	i	2%	-1%	?	-11%	-24%	17%
Cc1ccc(C)c(N2C(=N)S/C(=C\c3ccc(-c4ccccc4C(=O)O)o3)C2=O)c1	i	6%	i	4%	-5%	85%[activator]	24%	-3%	30%
CNc1nc(NC#N)nc(SC)n1	-6%	0%	i	19%	-1%	3%	10%	-14%	-14%
COc1cc(C=O)ccc1OCC(=O)NC(C)(C)C	i	0%	i	-18%	-1%	12%	-1%	-18%	0%
CC(C)Oc1ccc(C(=O)NCC(=O)Nc2ccc3c(c2)CCC3)cc1	-6%	-6%	i	-20%	?	-3%	-8%	11%	1%
COc1cc2oc(=O)cc(-c3ccc(-c4ccc(N(C)C)cc4)cc3)c2c(OC)c1OC	-36%[inhibitor]	1%	i	-1%	-3%	1%	1%	3%	1%
COc1ccc(NC(=O)C2COc3ccccc3O2)cc1S(=O)(=O)N1CCOCC1 (stereo not given)	i	-3%	i	14%	0%	-24%	0%	3%	·
Cc1ccc(S(=O)(=O)N2CCN(C(=S)NCc3ccc4c(c3)OCO4)CC2)cc1	i	-4%	i	-28%[7.66 µM]	-1%	3%[7.66 µM]	13%	0%	4%
COc1cc2nc(Nc3ccc(C)c(C)c3)nc(N)c2cc1OC	i	-2%	i	10µM*	3%	?	-15%&-27%	16%&22%	5%&40%
Cc1cccc(NC(=O)C2CCCN2S(=O)(=O)c2ccc(F)cc2)c1C (stereo not given)	-5%[57.5 µM]	1%	-118%*	0%	0%	-1%	9%	4%	4%
O=C(N/N=C/c1ccccc1)c1ccc(CN2C(=O)c3cccc4cccc2c34)cc1	-19%	2%	i	9%	-11%	42%[activator]	2%	7%	30%
O=C(CSc1nnc(-c2ccccc2)c(-c2ccccc2)n1)NC1CCCC1	-22%	·	·	-27%	·	14%	3%	22%	19%
COc1ccc(NC(=O)c2cc3ccccn3n2)cc1	-21%	-3%	i	?	2%	?	-28%	24%	-20%

Compound profiles, from the list above.
Cc1ccc(S(=O)(=O)N2CCN(C(=S)NCc3ccc4c(c3)OCO4)CC2)cc1 in the list: PTHR1 ag = i; aSyn yeast inh = -4%; pAkt inh = i; GLP-1R inv ag = -28%[7.66 µM]; Mm-Cpn inhibitor = -1%; HEK293 tox = 3%[7.66 µM]; Abeta rescue = 13%; TDP-43 yeast inh = 0%; FUS yeast rescue = 4%
O=C(N/N=C/c1ccccc1)c1ccc(CN2C(=O)c3cccc4cccc2c34)cc1 in the list: PTHR1 ag = -19%; aSyn yeast inh = 2%; pAkt inh = i; GLP-1R inv ag = 9%; Mm-Cpn inhibitor = -11%; HEK293 tox = 42%[activator]; Abeta rescue = 2%; TDP-43 yeast inh = 7%; FUS yeast rescue = 30%

Other structures.
SMILES	PTHR1 ag	aSyn yeast inh	pAkt inh	GLP-1R inv ag	Mm-Cpn inhibitor	HEK293 tox	Abeta rescue	TDP-43 yeast inh	FUS yeast rescue
Cc1ccc(-n2nnnc2SCC(=O)Nc2ncc(Cc3ccccc3Cl)s2)cc1	-4%	1%	i	-9%	0%	-3%	-4%	-12%	25%
CCOCCSc1nc2c(c(=O)[nH]c(=O)n2C)n1CCCc1ccccc1	-11%[57.5 µM]	0%	-114%*	4%	1%	7%	-11%	-4%	23%
COc1ccccc1NS(=O)(=O)c1cccc(C(=O)N2CCCCCCC2)c1	-4%	-6%	i	-19%	0%	-8%	-5%	-7%	·
Nc1c(-c2ccccc2)cnn1C1CCS(=O)(=O)C1 (stereo not given)	i	-7%	·	4%	1%	-2%	18%	-14%	5%
CCOCC(=O)Nc1ccc(S(=O)(=O)Nc2nccs2)cc1	-24%	0%	i	17%	-3%	0%	9%	5%	-17%
O=S1(=O)CC(N2CCSCC2)CN1Cc1cn(Cc2cccc(Cl)c2)nn1 (stereo not given)	-38%[inhibitor]	0%	i	6%	·	2%	-4%	0%	-9%
CC(=O)Nc1ccc(-c2ccnc3c2CC(C)(C(=O)Nc2ccc(Cl)c(C(F)(F)F)c2)O3)cc1 (stereo not given)	-57%[inhibitor]	-35%[inhibitor]	i	?	·	-28%	-65%[inhibitor]	35µM*	?
CC(C)c1ccc(/C=C/C(=O)NC2CCCCC2)cc1	-3%	-6%	i	?	-2%	-3%	7%	18%	1%
CCOC(=O)c1nc2cc3n(c(CC(C)C)c-2c1C)CC(C)=C3C	i	0%	i	28%	-5%	11%	4%	8%	14%
C[C@@H](CN=[N+]=[N-])CN1CC[C@H](C(C)(C)C)CCC1=O	i	-7%	i	3%	0%	0%	-4%	?	9%
COc1ccc(CNC(=O)CSc2nnc(NC(=O)c3ccccc3F)s2)cc1	-21%	1%	i	24%	?	-10%	-4%	20%	-19%
COc1ccc(N=C2SC(CC(=O)Nc3ccccc3OC)C(=O)N2Cc2ccco2)cc1 (stereo not given)	-27%	1%	i	?	-3%	14%	7%	4%	·
Fc1ccccc1C1c2[nH]c3ccccc3c2CCN1CCCn1cccn1 (stereo not given)	i	-10%	i	?	1%	10%	-7%	-29%[9.22 µM]	30%
COCc1cc(CN(C)C(=O)c2oc3c(F)cccc3c2C)[nH]n1	-21%	12%	i	48%[activator]	-1%	-16%	15%	7%	1%
Cc1ccc(Nc2c(-c3ccc(N4CCOCC4)cc3)nc3c(C)cccn23)cc1	i	·	·	-6%	·	9%	4%	19%	8%
CC(C)(c1ccccc1)c1ccc(OCCN)cc1	i	-4%	i	?	1%	-4%[7.66 µM]	13%	8%	8%
NC(=O)CSc1nc2ccc(NC(=O)COc3ccccc3Cl)cc2s1	-16%	·	·	1%	·	-2%	-17%	6%	14%
CCN(CC)CC#CCC(O)(c1ccccc1)C1CCCCC1 (stereo not given)	-19%	0%	i	?	3%	-1%	-9%	-7%	9%
C=CCNc1nc(N)c([N+](=O)[O-])c(NCCO)n1	-1%	-2%	i	41%[activator]	1%	9%	1%	15%	-29%
CCN1CCN(CCC(=O)Nc2ccc3c(c2)OCO3)CC1	-4%[57.5 µM]	9%	·	3%	-1%	18%	-3%	2%	-2%
CCOc1ccc(-c2cc(NC(=O)Nc3ccc(Cl)cc3)c(C(=O)OC)s2)cc1	i	·	·	13%	·	0%	-8%	17%	-15%
COC(=O)c1ccc(OCCOc2ccccc2C)cc1	-2%	-1%	i	-6%	0%	12%	-6%	?	10%

Structural class: the compounds so far containing a Cl atom.
SMILES	PTHR1 ag	aSyn yeast inh	pAkt inh	GLP-1R inv ag	Mm-Cpn inhibitor	HEK293 tox	Abeta rescue	TDP-43 yeast inh	FUS yeast rescue
Cc1cccc(NC(=O)/C(C#N)=C/c2ccc(Cl)cc2)n1	-18%	6%	i	0%	-5%	-12%	19%	-8%	-9%
CCOC(=O)C1(Cc2cccc(Cl)c2)CCCN(C(=O)c2cccnc2)C1 (stereo not given)	-7%	-1%	i	2%	-1%	?	-11%	-24%	17%
Cc1ccc(-n2nnnc2SCC(=O)Nc2ncc(Cc3ccccc3Cl)s2)cc1	-4%	1%	i	-9%	0%	-3%	-4%	-12%	25%
O=S1(=O)CC(N2CCSCC2)CN1Cc1cn(Cc2cccc(Cl)c2)nn1 (stereo not given)	-38%[inhibitor]	0%	i	6%	·	2%	-4%	0%	-9%
CC(=O)Nc1ccc(-c2ccnc3c2CC(C)(C(=O)Nc2ccc(Cl)c(C(F)(F)F)c2)O3)cc1 (stereo not given)	-57%[inhibitor]	-35%[inhibitor]	i	?	·	-28%	-65%[inhibitor]	35µM*	?
NC(=O)CSc1nc2ccc(NC(=O)COc3ccccc3Cl)cc2s1	-16%	·	·	1%	·	-2%	-17%	6%	14%
CCOc1ccc(-c2cc(NC(=O)Nc3ccc(Cl)cc3)c(C(=O)OC)s2)cc1	i	·	·	13%	·	0%	-8%	17%	-15%

High-throughput results: PubChem BioAssay, National Center for Advancing Translational Sciences (NCATS)
